# IMP-1 inh: blocks Pseudomonas aeruginosa IMP-1 metallo-beta-lactamase; purified IMP-1, nitrocefin hydrolysis, epi-absorbance fluorescence; inhibition, % at 5.6 µM; 290,000 compounds, 0.45% hits; AID 1556;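 active means inhibition above the mean plus 3 SD of all compounds in the same screening run, cut at about 4.5% in these data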;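 further: 0% = IMP-1 with DMSO and 100% = DMSO wells lacking enzyme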
#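 system = purified recombinant IMP-1 beta-lactamase | amount = 0.2 nM IMP-1, as dispensed | medium = HEPES buffer pH 7.1 with ZnSO4 and Brij 35 | times = 25 °C, 15 min preincubation, 25 min reaction | detection = plate fluorescence quenching by hydrolysis product, ex 480/em 530 nm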
# CRFBP-R2 block: CRF-BP/CRF-R2 complex antagonism. inhibition, % at 11.8 µM. 350,000 compounds, 0.59% hits. AID 588475. HEK293 CRF-R2/CRF-BP, CRF-induced calcium fluorescence;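 active means inhibition of the ligand-induced calcium signal above about 50% at the single tested concentration, limit read from the data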
# NS3 helicase inh: inhibitors of Hepatitis C virus NS3 helicase; AID 1800; NS3 helicase DNA unwinding, Cy5 molecular beacon fluorescence; inhibition, % at 10.9 µM; 290,000 compounds, 0.56% hits;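 active means inhibition above the mean of all tested compounds plus 3 SD, set per campaign, cut at about 35% in these data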;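 further: 0% = DMSO wells and 100% = thioflavine S control wells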
#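 Assay system – hepatitis C virus NS3 helicase domain fragment enzyme · Buffer or medium – MOPS pH 6.5, MgCl2, DTT, Tween20, BSA · Reagent – Cy5/quencher beacon DNA duplex and ATP to start · Compound – single 10.9 µM dose · Timing – 1 h at 25 °C · Technique – Cy5 beacon fluorescence read at start and 1 h · Measure – % inhibition of unwinding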
# VIM-2 inh: inhibitors of Pseudomonas aeruginosa VIM-2 metallo-beta-lactamase. 290,000 compounds, 0.89% hits. AID 1527. inhibition, % at 5.6 µM. purified VIM-2, nitrocefin hydrolysis, epi-absorbance fluorescence;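 active means inhibition above the mean of all tested compounds plus 3 SD, cutoff set per screening run, cut at about 7.5% in these data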;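 further: red hydrolysis product quenches plate fluorescence so inhibitors raise well fluorescence; 0% = enzyme with DMSO and 100% = DMSO without enzyme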
# IDE cell inh: cellular human IDE inhibition; HEK cells, FAbetaB cleavage, fluorescence polarization; 320,000 compounds, 0.41% hits; AID 434962; inhibition, % at 5.59 µM;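 active means percent inhibition above the average of all tested compounds plus 3 SD, set per screening campaign, cut at about 16% in these data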;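 further: IDE supplied by intact live HEK cells; FP after avidin binding of uncleaved biotin substrate so inhibition keeps polarization high; 0% = DMSO wells and 100% = 60 µM reference IDE inhibitor Ii1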
# GalR3 antagonist: antagonists of human GalR3. O60755. HEK293 GalR3-CNG cAMP membrane potential fluorescence; galR3 body fused to GalR1 C-terminus. inhibition, % at 3 µM. 360,000 compounds, 0.44% hits. AID 651719;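 active means inhibition above the screen-wide average plus 3 SD, cut at about 13% in these data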;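 further: forskolin and galanin both at EC90 stimulate the cells; cAMP rise reported by CNG channel membrane potential dye signal; 0% = forskolin plus galanin with DMSO and 100% = forskolin alone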
# UBC9 SUMO inh: blocks human SUMOylation mediated by UBC9; P63279; HTRF SUMOylation assay, SAE1/SAE2 + UBC9, in vitro; inhibition, % at 35 µM; 290,000 compounds, 0.36% hits; AID 2006; in the data active means inhibition above about 50%, passing the limit was not always enough; further: strong numbers were not always called active
# pCIP destab: compounds decreasing mouse p/CIP protein stability | Q05BA5 | F442A p/CIP-EGFP cells, EGFP fluorescence, 16 h | decrease of EGFP signal, % at 10 µM | 290,000 compounds, 0.01% hits | AID 1984;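 active means EGFP signal decrease of at least 30% at 10 µM or well 3 SD below plate mean, unless failing retest; inactive means the rest, including hits failing retest or dose response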; further: some compounds called inactive have numbers as strong as hits; many of its hits are not listed in these tables
# IDE act: IDE (human) activation, cell-based; P14735; HEK cells, FAbeta-B cleavage, fluorescence polarization; 0% vehicle, 100% cell-free pure enzyme wells; activation, % at 5.96 µM; 340,000 compounds, 0.073% hits; AID 493087;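 active means activation above the mean of all tested compounds plus 3 SD, set per screening campaign, cut at about 17% in these data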
# The depositor's hits bear a star; . = not tested or not shown.
# Assay codes – A = IMP-1 inh; B = CRFBP-R2 block; C = NS3 helicase inh; D = VIM-2 inh; E = IDE cell inh; F = GalR3 antagonist; G = UBC9 SUMO inh; H = pCIP destab; I = IDE act
Cc1ccc(C)c(N2CCN(c3nc4ccccc4c(=O)n3Cc3ccccc3)CC2)c1
  A: -0.4; B: 3; C: -3; D: -2.8; E: 3; F: 2; G: 2; H: -4; I: 2
COc1cccc(/C=C2/SC(=S)N(CC(=O)NNC(=O)c3ccccc3O)C2=O)c1
  A: 2.6; B: -10; C: 28; D: -3.6; E: 1; F: -10; G: .; H: -5; I: 10
CCOC(=O)c1ccc(NC(=O)COc2ccccc2CNCCO)cc1
  A: -2.0; B: -9; C: -7; D: 0.6; E: -3; F: -7; G: -3; H: 8; I: 2
CC1CCCCC1NC(=O)c1cc2ccccc2o1 (centres undefined)
  A: 1.4; B: -11; C: 9; D: 1.2; E: -2; F: -4; G: 4; H: 9; I: -1
O=C(NN1CCN(Cc2ccccc2Cl)CC1)c1ccc(Br)cc1
  A: -2.1; B: 3; C: -5; D: -2.1; E: -2; F: -4; G: 7; H: -5; I: 0
O=[N+]([O-])c1ccc(O)c(C=Nc2ccc3oc(Cc4ccc(Cl)cc4)nc3c2)c1
  A: -1.1; B: .; C: 17; D: -3.9; E: 0; F: .; G: 33; H: 16; I: .
CCOc1ccc2nc(NC(=O)C(CC)Sc3nc(C)cc(=O)[nH]3)sc2c1 (centres undefined)
  A: -0.8; B: 25; C: 8; D: -2.4; E: 2; F: 1; G: -18; H: -13; I: 6
COc1cc(CCC(=O)Nc2sccc2C#N)cc(OC)c1OC
  A: -2.5; B: 1; C: -9; D: -3.7; E: 6; F: -8; G: 3; H: -10; I: 2
COc1cccc(C(=O)N2CCC(n3nccc3NC(=O)C(OC)c3ccccc3)CC2)c1 (centres undefined)
  A: -3.4; B: -7; C: 13; D: -1.6; E: -4; F: 1; G: 6; H: 3; I: -1
CCN(CC)C(=O)CSc1ncnc2sccc12
  A: -1.3; B: -3; C: 8; D: -2.7; E: 4; F: -1; G: 2; H: -5; I: -3
CC(=O)/C(=C(/O)c1ccccc1)c1nc2ccccc2[nH]1
  A: -2.3; B: -12; C: -6; D: -1.6; E: 4; F: -5; G: 21; H: -27; I: 8
Cc1nonc1CN(C)C(=O)c1ccc(OC2CCN(Cc3ccccn3)CC2)cc1
  A: -4.1; B: 8; C: -14; D: -4.4; E: 4; F: -2; G: 12; H: 0; I: 4
O=C(/C=C/c1ccccc1)NCCS(=O)(=O)N1CCN(c2ccccc2)CC1
  A: .; B: 1; C: .; D: .; E: 0; F: 2; G: .; H: .; I: 1
CC(C)N(C1=CC(=O)OC12CCCCC2)C(C)C
  A: -2.3; B: 7; C: -10; D: -3.4; E: -3; F: 6; G: 3; H: -1; I: -2
CN(CCOc1ccc(Cl)cc1)C(=O)c1ccc2c(=O)n3c(nc2c1)CCC3
  A: .; B: 11; C: .; D: .; E: 1; F: -1; G: .; H: .; I: -3
CC(=O)/C(=N/Nc1ccccc1C)N1CCOCC1
  A: -2.2; B: 0; C: -4; D: -3.7; E: -1; F: -3; G: -16; H: -8; I: -2
Fc1ccccc1CNc1cc(Cl)cc(Cl)c1
  A: -0.2; B: -10; C: -5; D: -2.3; E: 0; F: 2; G: -28; H: -17; I: 2
CC1=C(C(=O)N2CCCC(N3CCN(c4cccc(Cl)c4)CC3)C2)OCCO1 (centres undefined)
  A: -1.7; B: -3; C: -4; D: -3.1; E: -4; F: -1; G: 8; H: -6; I: 2
COc1cccc(-n2nc3c(=S)[nH]nc(C)c3c2C)c1
  A: -2.3; B: 11; C: -3; D: 1.9; E: 5; F: -2; G: 0; H: -4; I: 0
O=C(Nc1ccc(Cn2ccnc2)cc1)c1cccc(C(F)(F)F)c1
  A: -0.7; B: 11; C: -13; D: -1.6; E: .; F: -11; G: 0; H: 2; I: -5
O=C(NCc1ccc(F)cc1)C1CCC(CNS(=O)(=O)c2ccccc2)CC1 (centres undefined)
  A: -3.1; B: 3; C: 0; D: -2.5; E: 1; F: -3; G: 4; H: -3; I: 0
CS(=O)(=O)N1CCN(c2ccc([N+](=O)[O-])c(NCc3cccnc3)c2)CC1
  A: -3.6; B: 28; C: -7; D: -1.1; E: -1; F: 8; G: -3; H: 4; I: 11
O=C(Nc1ccc(F)c(Cl)c1)c1ccc2c(c1)OCO2
  A: -5.2; B: -20; C: -7; D: -4.4; E: 4; F: -7; G: 8; H: -13; I: -1
CN1CC2(C)CN(C(c3ccccc3)c3ccccc3)CC(C)(C1)C2O (centres undefined)
  A: -2.2; B: 6; C: 3; D: -0.3; E: 7; F: -5; G: 21; H: 3; I: -1
CCOc1ccc(CN(C)CC(=O)Nc2cc(C)c(C)cc2[N+](=O)[O-])cc1
  A: -1.7; B: 4; C: 1; D: -1.9; E: -2; F: -5; G: 4; H: 4; I: -2
CCOC(=O)c1c(-c2ccncc2)csc1N
  A: -2.0; B: 7; C: -4; D: -1.6; E: 4; F: -4; G: 22; H: 2; I: -1
Cc1cccc(C2Nc3ccccc3C(=O)N2c2ccc(F)cc2)n1 (centres undefined)
  A: -5.1; B: 2; C: -4; D: -1.2; E: -1; F: -4; G: -12; H: -4; I: 3
OC12CCCCC1C(c1ccc3c(c1)OCO3)N(Cc1ccc(F)cc1)CC2 (centres undefined)
  A: -2.8; B: -16; C: -4; D: 0.0; E: -2; F: -6; G: -6; H: 1; I: 4

# Rewritten as labelled records: entries from further up.
CCOc1ccc2nc(NC(=O)C(CC)Sc3nc(C)cc(=O)[nH]3)sc2c1 (centres undefined)
- IMP-1 inh: -0.8
- CRFBP-R2 block: 25
- NS3 helicase inh: 8
- VIM-2 inh: -2.4
- IDE cell inh: 2
- GalR3 antagonist: 1
- UBC9 SUMO inh: -18
- pCIP destab: -13
- IDE act: 6
CCN(CC)C(=O)CSc1ncnc2sccc12
- IMP-1 inh: -1.3
- CRFBP-R2 block: -3
- NS3 helicase inh: 8
- VIM-2 inh: -2.7
- IDE cell inh: 4
- GalR3 antagonist: -1
- UBC9 SUMO inh: 2
- pCIP destab: -5
- IDE act: -3
CC(C)N(C1=CC(=O)OC12CCCCC2)C(C)C
- IMP-1 inh: -2.3
- CRFBP-R2 block: 7
- NS3 helicase inh: -10
- VIM-2 inh: -3.4
- IDE cell inh: -3
- GalR3 antagonist: 6
- UBC9 SUMO inh: 3
- pCIP destab: -1
- IDE act: -2
Fc1ccccc1CNc1cc(Cl)cc(Cl)c1
- IMP-1 inh: -0.2
- CRFBP-R2 block: -10
- NS3 helicase inh: -5
- VIM-2 inh: -2.3
- IDE cell inh: 0
- GalR3 antagonist: 2
- UBC9 SUMO inh: -28
- pCIP destab: -17
- IDE act: 2

# Results in IDE cell inh and NS3 helicase inh (two entries from above):
mol | IDE cell inh | NS3 helicase inh
O=C(Nc1ccc(F)c(Cl)c1)c1ccc2c(c1)OCO2 | 4 | -7
CN1CC2(C)CN(C(c3ccccc3)c3ccccc3)CC(C)(C1)C2O (centres undefined) | 7 | 3

# High-throughput results deposited in PubChem by several laboratories.

# Not a hit list; any-hit rate near 3.2%.
